HSP90 inh = HSP90 refolding inhibition in rabbit reticulocyte lysate | AID 1789 | actives 0.91% (n = 290,000) | luciferase refolding luminescence, 3 h | inhibition, % at 5.6 µM;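 active means inhibition above the screen-wide mean plus 3 SD, computed separately per campaign, cut at about 16% in these data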;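 further: 0% = DMSO wells and 100% = 60 µM geldanamycin wells; inhibitors lower the luminescence because luciferase stays unfolded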
HIF act = HIF pathway transcriptional activation | U2OS HRE-luciferase reporter, luminescence; normalized: DMSO 0%, desferrioxamine 100% | activation, % at 7.5 µM (by protocol) | actives 0.32% (n = 300,000);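 active means mean activation of at least 10% of the iron chelator positive control signal, with at least half of replicates also reaching 10%; inconclusive means mean and replicate majority disagree about reaching 10%; inactive means mean and most replicates under 10%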
KLF5 inh = kruppel-like factor 5 inhibition; AID 1700; inhibition, % at 5 µM; actives 0.23% (n = 290,000); DLD-1 KLF5 promoter-luciferase reporter, luminescence;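 active means inhibition above a per-plate limit of that plate's mean compound inhibition plus 3 SD, cut at about 60% in these data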;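 further: 0% = DMSO wells and 100% = LY294002 at 200 µM; higher means less KLF5 promoter-driven luciferase light; inactives centre near -14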
GSK3B inh = blocks human GSK3beta kinase activity | actives 0.038% (n = 300,000) | GST-GSK3beta kinase, ADP-Glo luminescence, 60 min; active compounds read low | activity score (negative = inhibition), % at 10 µM | P49841;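 active means more than half of replicate wells score below -50%, meaning over 50% inhibition versus plate controls; inconclusive means some replicates but at most half score below -50%; inactive means no replicate scores below -50%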;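 further: 0% = median DMSO wells and -100% = median GW8510 positive control wells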
Target sequence (P49841 whole entry, looked up): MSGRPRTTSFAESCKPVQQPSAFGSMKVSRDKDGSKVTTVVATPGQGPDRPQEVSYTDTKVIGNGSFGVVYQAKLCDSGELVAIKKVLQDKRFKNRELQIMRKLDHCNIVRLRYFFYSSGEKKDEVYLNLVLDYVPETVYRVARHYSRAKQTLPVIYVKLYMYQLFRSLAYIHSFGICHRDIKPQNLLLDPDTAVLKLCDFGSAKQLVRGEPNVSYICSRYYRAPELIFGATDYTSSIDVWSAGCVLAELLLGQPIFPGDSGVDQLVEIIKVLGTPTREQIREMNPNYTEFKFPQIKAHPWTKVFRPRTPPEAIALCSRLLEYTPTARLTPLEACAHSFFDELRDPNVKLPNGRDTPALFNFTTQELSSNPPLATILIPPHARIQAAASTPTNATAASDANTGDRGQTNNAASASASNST
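Assay system: GST-fused GSK3beta enzyme, cell-free / Medium: Tris pH 7.5 buffer with MgCl2, DTT, BSA, heparin / Also added: peptide substrate plus 25 µM ATP (final) / Compound: 10 µM single point / Timing: kinase reaction with compound 60 min at room temperature / Detection: ADP-Glo luminescence / Benchmarks: DMSO neutral wells and GW8510 at 20 µM as positive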
HSF1 activator = increases HSF-1 driven luciferase reporter signal. NIH3T3-HGL HSF-1 luciferase reporter, MG132, 8 h; 100% = twice DMSO control signal. activation, % at 9 µM. actives 1.7% (n = 300,000). AID 504408;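 active means mean replicate activation of at least 50% with a set share of replicates each reaching 50%; inconclusive means only one of those two conditions met; inactive means mean below 50% and too few replicates reaching it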;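 further: 0% = median of the neutral control wells and 100% = twice that signal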
IEC-6 cytotox = kills IEC-6 intestinal cells in KLF5 counter-screen; IEC-6 cytotoxicity, luminescence viability; inhibition, % at 5 µM; AID 1825; actives 0.78% (n = 290,000); in the data active means inhibition above about 22%;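 further: 0% = plate median of test compound wells and 100% = cytotoxic reference compound wells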
aSyn UTR inh = MLPCN primary screen, SNCA 5' untranslated region | actives 0.82% (n = 300,000) | AID 1813 | alpha-synuclein 5'UTR reporter, inhibitor activity | inhibition, % (tested at 7.5 µM); in the data active means inhibition above about 60%; inconclusive means no clear call, values can overlap the other calls;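 further: H4 neuroglioblastoma cells stably carrying SNCA 5'UTR luciferase fusion; 0% = DMSO wells and 100% = positive control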
AI-2 QS modul = Vibrio harveyi AI-2 quorum sensing modulation. Vibrio harveyi JMH597 AI-2 luminescence/OD600 ratio, 9 h; active compounds read low; strain lacks LuxN and CqsS sensors; 0 = neutral-control median. activity change, % at 7.5 µM. actives 0.4% (n = 300,000). AID 2094; in the data active means activity change below about -75%, passing the limit was not always enough; inconclusive means no clear call, values can overlap the other calls;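 further: luminescence divided by OD600 gain over 9 h not by final OD600 alone; inactives centre near 13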
GSK3A inh = human GSK-3 alpha kinase inhibition; ADP-Glo luminescence, 60 min; inhibition, % at 10 µM; actives 0.1% (n = 320,000); P49840;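 in the data active means inhibition above about 50%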;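 further: GST-tagged GSK-3 alpha with peptide substrate and 25 µM ATP; 0% = DMSO neutral wells and 100% = GW8510 positive control wells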
Target sequence (P49840 whole entry, looked up): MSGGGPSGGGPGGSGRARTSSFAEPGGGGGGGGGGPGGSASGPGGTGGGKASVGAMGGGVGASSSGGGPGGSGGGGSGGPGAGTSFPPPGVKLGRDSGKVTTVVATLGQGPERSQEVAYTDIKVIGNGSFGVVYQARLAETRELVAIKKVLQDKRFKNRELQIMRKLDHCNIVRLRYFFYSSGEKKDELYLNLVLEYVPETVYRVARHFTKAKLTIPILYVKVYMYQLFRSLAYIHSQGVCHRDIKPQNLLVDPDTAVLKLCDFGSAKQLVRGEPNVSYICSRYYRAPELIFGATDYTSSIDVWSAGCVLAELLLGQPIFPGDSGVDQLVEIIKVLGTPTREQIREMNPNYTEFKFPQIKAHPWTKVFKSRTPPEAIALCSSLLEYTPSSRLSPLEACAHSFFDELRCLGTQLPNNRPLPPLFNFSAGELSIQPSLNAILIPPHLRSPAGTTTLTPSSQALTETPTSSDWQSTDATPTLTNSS
HSF1 inhib = HSF1 inhibition; NIH3T3-HGL HSE-luciferase, MG132-induced, luminescence 8 h; active compounds read low; activity change, negative = inhibition, % at 7.5 µM (by protocol); actives 0.77% (n = 300,000); AID 2098;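 active means more than half of replicate wells show activity change below -50%, luminescence cut by over half; inconclusive means some wells, but at most half, below -50%; inactive means no replicate well below -50%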;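 further: luciferase reports HSF-1 transcriptional activity via heat shock element; 0% = median of DMSO wells and -100% = zero luminescence signal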
An asterisk follows results filed as active.

Screening O=C(COC(=O)[C@@H]1CC(O)CN1S(=O)(=O)c1ccccc1[N+](=O)[O-])c1ccccc1 (some centres undefined) returned HSP90 inh -1, HIF act -0.6, KLF5 inh 0, GSK3B inh -5, HSF1 activator 14, IEC-6 cytotox -5, aSyn UTR inh 7, AI-2 QS modul 4, GSK3A inh -2 and HSF1 inhib -2.
`CCc1nn(C(CC)C(=O)NCCCN2CC(C)CC(C)C2)c(=O)c2cc3oc(C)cc3n12` (centres undefined) gave HSP90 inh 3, HIF act 0.4, KLF5 inh 2, GSK3B inh 0, HSF1 activator 9, IEC-6 cytotox 9, aSyn UTR inh 32, AI-2 QS modul 7, GSK3A inh -1 and HSF1 inhib 6.
Screening NS(=O)(=O)c1ccc(NC(=O)c2ccc(CNS(=O)(=O)c3cc(C(F)(F)F)ccc3Cl)cc2)cc1 returned HSP90 inh 0, HIF act 0.0, KLF5 inh -11, GSK3B inh 2, HSF1 activator 2, IEC-6 cytotox -1, aSyn UTR inh -10, AI-2 QS modul 16, GSK3A inh -1 and HSF1 inhib -4.
For CCCCCCCCCCCCN1[C@@H](CC(=O)OC)c2cc(F)cc(F)c2S1(=O)=O the results were HIF act -1.4, GSK3B inh 1, HSF1 activator -10, aSyn UTR inh -1, AI-2 QS modul 23, GSK3A inh -2 and HSF1 inhib 3.
N#C/C(=C\c1coc2ccc(O)cc2c1=O)C(=O)Nc1nc2ccccc2s1 was read as HSP90 inh 14, HIF act 3.9, KLF5 inh -30, GSK3B inh 4, HSF1 activator -36, IEC-6 cytotox -2, aSyn UTR inh -10, AI-2 QS modul inconclusive, GSK3A inh -3 and HSF1 inhib -34.
`O=C(CSc1nc2ccccc2o1)Nc1nc(-c2ccccc2)c(-c2ccccc2)s1` gave HSP90 inh 2, HIF act 0.5, KLF5 inh -1, GSK3B inh 1, HSF1 activator -32, IEC-6 cytotox 2, aSyn UTR inh 27, AI-2 QS modul 22, GSK3A inh -2 and HSF1 inhib -12.
For CCCCC1OC23CCCCC2C(C#N)(C#N)C1(C#N)C(=N)O3 (centres undefined) the results were HSP90 inh -4, HIF act -0.5, KLF5 inh -19, GSK3B inh 0, HSF1 activator 3, IEC-6 cytotox -1, aSyn UTR inh 2, AI-2 QS modul 29, GSK3A inh 8 and HSF1 inhib 6.
COc1cc(C2CC(=O)Nc3n[nH]c(-c4ccccc4)c32)cc(OC)c1OC (centres undefined) was read as HSP90 inh -7, HIF act 2.3, KLF5 inh -15, GSK3B inh -4, HSF1 activator 11, IEC-6 cytotox 2, aSyn UTR inh -120, AI-2 QS modul 9, GSK3A inh 13 and HSF1 inhib 0.
`CCOC(=O)/C(=N/Nc1ccccc1)Sc1nnc(CCc2ccccc2)n1-c1ccccc1` gave HSP90 inh -2, HIF act 0.4, KLF5 inh 6, GSK3B inh -2, HSF1 activator 1, IEC-6 cytotox 2, aSyn UTR inh -24, AI-2 QS modul 23, GSK3A inh -1 and HSF1 inhib 3.
Screening CC(C(=O)Nc1ncc2c(n1)CC(C)(C)CC2=O)N1C(=O)c2ccccc2C1=O (centres undefined) returned HSP90 inh 0, HIF act -0.1, KLF5 inh 8, GSK3B inh -4, HSF1 activator -6, IEC-6 cytotox 1, aSyn UTR inh 0, AI-2 QS modul 27, GSK3A inh 2 and HSF1 inhib -4.
For CCOc1ccccc1NC(=O)COC(=O)c1cccc(-c2ccc(OC(C)=O)cc2)c1 the results were HSP90 inh 1, HIF act 0.1, KLF5 inh 9, GSK3B inh -22, HSF1 activator 6, IEC-6 cytotox 2, aSyn UTR inh 4, AI-2 QS modul 9, GSK3A inh -3 and HSF1 inhib -1.
Screening N#Cc1c(F)cccc1NCc1cccnc1 returned HSP90 inh 1, HIF act -4.5, KLF5 inh 1, GSK3B inh -1, HSF1 activator 23, IEC-6 cytotox 3, aSyn UTR inh 8, AI-2 QS modul 23, GSK3A inh 0 and HSF1 inhib 4.
Screening Cc1ccc(N2C(=O)/C(=C/c3cccnc3)SC2=S)cc1 returned HSP90 inh 3, HIF act 1.8, KLF5 inh -11, GSK3B inh 4, HSF1 activator 23, IEC-6 cytotox -5, aSyn UTR inh -1, AI-2 QS modul 8, GSK3A inh 0 and HSF1 inhib 8.
Screening O=C(NNC(=S)Nc1cccc(C(F)(F)F)c1)c1ccccc1Cl returned HSP90 inh -6, HIF act -0.8, KLF5 inh -19, GSK3B inh 5, HSF1 activator -3, IEC-6 cytotox 1, aSyn UTR inh -4, AI-2 QS modul 41, GSK3A inh -5 and HSF1 inhib 3.
Cc1ccc(C(=O)Nc2ccccc2C(=O)NCc2ccccc2)cc1 was read as HSP90 inh 2, HIF act -0.5, KLF5 inh -31, GSK3B inh 6, HSF1 activator 2, IEC-6 cytotox 2, aSyn UTR inh 10, AI-2 QS modul -11 and HSF1 inhib -3.
COc1ccc(C(=O)Nc2oc(-c3ccccc3)c(-c3ccccc3)c2C#N)cc1 was read as HSP90 inh -1, HIF act 0.6, KLF5 inh 0, GSK3B inh -7, HSF1 activator 1, IEC-6 cytotox 0, aSyn UTR inh 23, AI-2 QS modul -2, GSK3A inh 0 and HSF1 inhib 8.
`O=C(O)Cc1ccc(S(=O)(=O)Nc2ccccc2C(=O)O)cc1` gave HSP90 inh 1, HIF act -5.9, KLF5 inh -24, GSK3B inh 6, HSF1 activator 3, IEC-6 cytotox 7, aSyn UTR inh 21, AI-2 QS modul 18, GSK3A inh -3 and HSF1 inhib -6.
Screening Cc1ccc(OCCCC(=O)Nc2ccc3c(c2)OCO3)cc1 returned HSP90 inh -1, HIF act -0.2, KLF5 inh -2, GSK3B inh 2, HSF1 activator 0, IEC-6 cytotox 4, aSyn UTR inh 14, AI-2 QS modul -10, GSK3A inh -2 and HSF1 inhib -7.
For Cc1cc(C=O)c2c(c1)C=CC1(Oc3ccccc3C(=O)N1C)O2 (centres undefined) the results were HSP90 inh 1, HIF act -0.2, KLF5 inh -7, GSK3B inh -3, HSF1 activator 19, IEC-6 cytotox 1, aSyn UTR inh -27, AI-2 QS modul 40, GSK3A inh -1 and HSF1 inhib 37.
For COc1ccccc1NC(=O)c1ccc2c(c1)N(CC(=O)NC(C)C)C(=O)C(C)(C)O2 the results were HSP90 inh 0, HIF act 0.4, KLF5 inh -14, GSK3B inh -5, HSF1 activator 9, IEC-6 cytotox -3, aSyn UTR inh 5, AI-2 QS modul 23, GSK3A inh -1 and HSF1 inhib 3.
COc1ccc(C(=O)Nc2nnc(Cc3ccc(OC)c(OC)c3)s2)cc1 was read as HSP90 inh -4, HIF act -23, KLF5 inh -47, GSK3B inh -2, HSF1 activator 15, IEC-6 cytotox 10, aSyn UTR inh -14, AI-2 QS modul 20, GSK3A inh 2 and HSF1 inhib 4.
COc1ccccc1NS(=O)(=O)c1cc(NC(=O)c2ccco2)ccc1N1CCOCC1 was read as HSP90 inh 5, HIF act -0.5, KLF5 inh -27, GSK3B inh 2, HSF1 activator 4, IEC-6 cytotox -14, aSyn UTR inh 2, AI-2 QS modul -6, GSK3A inh 7 and HSF1 inhib 0.
Screening CC(C)Oc1ccc(C2CC(=O)N(C)C2=O)cc1 (centres undefined) returned HSP90 inh 4, HIF act 1.4, KLF5 inh -21, GSK3B inh -3, HSF1 activator -40, IEC-6 cytotox 3, aSyn UTR inh -7, AI-2 QS modul 17, GSK3A inh -2 and HSF1 inhib -23.
Screening COCCSc1nnc(NC(=O)COc2ccc3c(c2)OCO3)s1 returned HSP90 inh -1, HIF act 0.6, KLF5 inh -2, HSF1 activator 0, IEC-6 cytotox -3, aSyn UTR inh -5, GSK3A inh -2 and HSF1 inhib -2.
N#Cc1c(NC(=O)c2cc([N+](=O)[O-])ccc2N2CCOCC2)sc2c1CCCC2 was read as HSP90 inh -2, HIF act 0.3, KLF5 inh -3, GSK3B inh 2, HSF1 activator 9, IEC-6 cytotox -2, aSyn UTR inh -1, AI-2 QS modul 19, GSK3A inh -2 and HSF1 inhib -1.
CC1(C)Oc2ccc(C(=O)NC3CCCC3)cc2N(CC(=O)N2CCOCC2)C1=O was read as HSP90 inh 2, HIF act -0.2, KLF5 inh -7, GSK3B inh 0, HSF1 activator 7, IEC-6 cytotox 11, aSyn UTR inh 15, AI-2 QS modul 17, GSK3A inh 3 and HSF1 inhib 4.
For Cc1cccc(-c2noc(CCCC(=O)N3CCOCC3)n2)c1 the results were HSP90 inh 2, HIF act -0.3, KLF5 inh -18, GSK3B inh -4, HSF1 activator 15, IEC-6 cytotox 3, aSyn UTR inh 22, AI-2 QS modul 11, GSK3A inh 0 and HSF1 inhib 3.
`CCOC(=O)c1cc2n(c1/N=C/N(C)C)-c1ccccc1C2=O` gave HSP90 inh -1, HIF act -0.3, KLF5 inh -21, GSK3B inh 2, HSF1 activator -16, IEC-6 cytotox -12, aSyn UTR inh 20, AI-2 QS modul 13, GSK3A inh 4 and HSF1 inhib -9.
For COc1ccc2nc(SCC(=O)N(C)CC(=O)Nc3ccc(F)cc3)[nH]c2c1 the results were HIF act 0.5, HSF1 activator 13, aSyn UTR inh -15, GSK3A inh 2 and HSF1 inhib 5.
CC(=O)C1=C(C)NC(SCC(=O)c2cc(Cl)ccc2Cl)=C(C#N)C1c1ccco1 (centres undefined) was read as HSP90 inh 1, HIF act -0.3, KLF5 inh 1, GSK3B inh 1, HSF1 activator 34, IEC-6 cytotox 10, aSyn UTR inh -130, AI-2 QS modul 6, GSK3A inh 0 and HSF1 inhib 15.
`O=c1c2ccccc2nc(SCc2ccccc2Cl)n1Cc1ccccc1` gave HSP90 inh -1, HIF act -1.3, KLF5 inh -21, GSK3B inh 3, HSF1 activator 2, IEC-6 cytotox -2, aSyn UTR inh 33, AI-2 QS modul 3, GSK3A inh -3 and HSF1 inhib 1.

3 structures already listed, sorted by count of non-hydrogen atoms, rising:
For Cc1cccc(-c2noc(CCCC(=O)N3CCOCC3)n2)c1 the results were HSP90 inh 2, HIF act -0.3, KLF5 inh -18, GSK3B inh -4, HSF1 activator 15, IEC-6 cytotox 3, aSyn UTR inh 22, AI-2 QS modul 11, GSK3A inh 0 and HSF1 inhib 3.
For COc1ccc2nc(SCC(=O)N(C)CC(=O)Nc3ccc(F)cc3)[nH]c2c1 the results were HIF act 0.5, HSF1 activator 13, aSyn UTR inh -15, GSK3A inh 2 and HSF1 inhib 5.
CC1(C)Oc2ccc(C(=O)NC3CCCC3)cc2N(CC(=O)N2CCOCC2)C1=O was read as HSP90 inh 2, HIF act -0.2, KLF5 inh -7, GSK3B inh 0, HSF1 activator 7, IEC-6 cytotox 11, aSyn UTR inh 15, AI-2 QS modul 17, GSK3A inh 3 and HSF1 inhib 4.

Screening data from PubChem BioAssay.

Random draw from the library; 4.7% or so of the library scored in one or more.
